# TNAP inhibition: human TNAP enzyme inhibitors, biochemical, luminescent (AID 518); one-dose inhibition, % at 20 µM; IC50 in µM for titrated hits; purified TNAP enzyme, luminescent substrate readout; higher % means a stronger effect; 0.09% of 64,000 active; in the data active means a potency from the dose series; inactive means the rest, 99 in 100 with inhibition below about 22%;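 further: plate controls were vehicle for no effect and reference inhibitor for full effect; many of its hits are not listed in these tables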
# Spn DPM-DC inh: S. pneumoniae DPM-DC inhibition; calls only at 10 µM; AID 556; 0.49% of 65,000 active; purified DPM-DC, PK/LDH coupled NADH fluorescence;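 active means the 320 compounds with the highest percent inhibition in the single-dose primary screen, excluding strongly autofluorescent ones, cut at about 32% in these data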;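 further: kinetic rate of NADH fluorescence loss reporting ADP formed by the decarboxylase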
# HT1080 cytotoxicity: cytotoxicity in HT1080 fibrosarcoma cells, cell-based, fluorescence readout (AID 620); one-dose cytotoxicity, % at 10 µM; EC50 in µM for titrated hits; HT1080 viability, fluorescence; higher % means a stronger effect; 0.42% of 87,000 active;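 further: cells exposed to compound overnight then 4 h with Alamar Blue; 0% = vehicle DMSO and 100% = killing control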
# Spn PMK inh: inhibitors of Streptococcus pneumoniae phosphomevalonate kinase; 0.49% of 65,000 active; AID 539; inhibition, % at 10 µM; purified PMK, PK/LDH-coupled NADH absorbance 340 nm;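 active means top-ranked compounds by inhibition in the single 10 µM screen, taking a fixed number of the strongest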;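 further: 0% = full reaction with DMSO carrier and 100% = background rate without enzyme reaction; no value below 0 was filed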
# LYP inhibition: inhibition of human PTPN22 tyrosine phosphatase – biochemical, DiFMUP fluorescence, recombinant catalytic domain, 10 µM, primary screen (AID 606) | inhibition, % at 10 µM; hits with a dose series show IC50 in µM | recombinant LYP catalytic domain, DiFMUP fluorescence; higher % means a stronger effect | 52,000 tested, under 10 active;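 active means IC50 under 40 µM in the dose-response test; inactive means IC50 of 40 µM or more, or never dose-tested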
# HPDE-C7K KRASV12: viability loss of HPDE-C7K cells – cell-based, fluorescence, HTS, primary screen (AID 431); cytotoxicity, % at 10 µM; hits with a dose series show EC50 in µM; HPDE-C7K KRASV12 cells, Alamar Blue viability, 48 h; higher % means a stronger effect; 1.7% of 63,000 active;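 active means compounds whose percent cytotoxicity in the single-dose primary screen, scaled between solvent and toxic-drug controls, exceeds 50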;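 further: 0% = DMSO solvent wells and 100% = doxorubicin-treated wells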
# HPDE-C7 cytotoxicity: cytotoxicity in HPDE-C7 cells, cell-based, fluorescence, HTS (AID 430) | HPDE-C7 pancreatic duct cells viability, fluorescence; higher % means a stronger effect | one-dose cytotoxicity, % at 10 µM; EC50 in µM for titrated hits | 1.8% of 63,000 active;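 further: cells exposed to compound for 48 hours before viability readout; 0% = vehicle and 100% = reference cytotoxic drug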
# MK inhibit: S. pneumoniae mevalonate kinase inhibition; purified MK, PK/LDH-coupled NADH absorbance 340 nm; inhibition, % at 10 µM; 0.48% of 65,000 active; AID 555;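 active means ranked among the strongest by inhibition in the single 10 µM screen, a fixed top-ranked set picked for dose follow-up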; further: no value below 0 was filed
# Bfl-1 displacement: Bfl-1 inhibitors, primary screen, biochemical, fluorescence polarization, FITC-Bid, mouse (AID 432) | FITC-Bid BH3 peptide fluorescence polarization displacement; higher % means a stronger effect | displacement, % at 20 µM, or IC50 in µM where a hit was titrated | 0.02% of 64,000 active; in the data active means a potency from the dose series; inactive means the rest, 99 in 100 with displacement below about 15%; further: strong numbers were not always called active
# Spn PMK inh pilot replicates: also measured in Spn PMK inh; calls as there; inhibition, %; measured here: pilot screen replicates
# MK inhibit pilot replicates: also measured in MK inhibit; calls as there; inhibition, %; measured here: pilot screen replicates
# Spn DPM-DC inh pilot screen %: recorded beside Spn DPM-DC inh, whose call it bears; inhibition, %; measured here: pilot screen trials
# Numbers without * were called inactive; i = inactive; . = not tested or not shown. Unless noted, no stated cut-off is given here; in the data, active means cytotoxicity above about 50%; inactive means the rest.
SMILES,TNAP inhibition,Spn DPM-DC inh,HT1080 cytotoxicity,Spn PMK inh,LYP inhibition,HPDE-C7K KRASV12,HPDE-C7 cytotoxicity,MK inhibit,Bfl-1 displacement,others
CC(Oc1ccc(Cl)cc1Cl)c1nc(-c2ccccn2)no1 (stereo not drawn),9%,i,.,11,0%,24%,24%,2,1%,
Cn1nc(-c2ccc(C(=O)Nc3cccnc3)cc2)c2ccccc2c1=O,.,i,7%,0,13%,.,.,0,.,
Cn1c(=O)c2c(nc(Br)n2C)n(C)c1=O,7%,i,11%,11,-7%,-2%,-4%,4,-2%,
CCn1c(SCC(=O)NCCOC)nc2sc3c(c2c1=O)CCCC3,10%,i,9%,0,.,-4%,6%,6,-2%,
Cn1cnnc1SCc1ccc(C#N)cc1,9%,i,-4%,13,.,2%,4%,0,-3%,
Cc1cc(C(=O)Nc2nc3c(s2)CCCC3)no1,6%,i,-6%,13,4%,-1%,-4%,6,0%,
Cc1ccc(C(C)C)c(OCCNS(C)(=O)=O)c1,16%,i,1%,0,12%,-1%,-17%,6,-10%,
Cc1ccc(NS(=O)(=O)c2ccc(CCC(=O)O)cc2)cc1,8%,i,6%,3,6%,5%,4%,13,5%,
CC(C)n1c(=N)c(C(=O)NCCc2ccccc2)cc2c(=O)n3ccccc3nc21,14%,.,6%,3,-10%,4%,11%,1,0%,
CCOC(=O)N1CCN(C(=O)c2ccc(C)c(S(=O)(=O)Nc3ccccc3)c2)CC1,3%,i,2%,2,12%,3%,8%,5,-4%,
C=CCN=C1SC(C)C(=O)N1S(=O)(=O)c1ccccc1 (stereo not drawn),-1%,i,1%,9,10%,-5%,2%,0,1%,
CCC(C)N1CC23C=CC(O2)C(C(=O)OCc2ccccc2)C3C1=O (stereo not drawn),8%,i,-4%,5,.,2%,-5%,3,-5%,
CC1(C)Cc2c(c(N3CCOCC3)nc3sc(-c4ccc(C(=O)O)o4)c(N)c23)CO1,.,.,-3%,9,12%,.,.,7,.,
COc1ccc(N2C(=O)CC(NC3CC3)C2=O)cc1 (stereo not drawn),6%,i,-11%,4,-2%,-34%,-16%,9,0%,Spn PMK inh pilot replicates=0.0;MK inhibit pilot replicates=1.0;Spn DPM-DC inh pilot screen %=0.0
CCc1ccc2c(CN(CC)Cc3nc4ccccc4c(=O)[nH]3)cc(=O)oc2c1,7%,i,-2%,11,-1%,-4%,-12%,8,-1%,Spn PMK inh pilot replicates=0.5;MK inhibit pilot replicates=2.0;Spn DPM-DC inh pilot screen %=0.0
CCOc1ccccc1NC(=O)Nc1cc(OC)ccc1OC,5%,i,1%,15,11%,-1%,4%,11,-15%,
O=C(COC(=O)c1ccc(Cl)c(S(=O)(=O)N2CCCC2)c1)NC1CCCC1,3%,i,-6%,15,5%,-5%,-18%,0,-4%,
Cc1sc2nc(SCC(=O)NCc3cccs3)[nH]c(=O)c2c1C,12%,i,14%,12,-3%,40%,12%,10,-2%,
Cc1nn(-c2ccccc2)c2nc(=O)n(-c3ccccc3)cc12,-11%,i,1%,0,.,-8%,4%,4,6%,
CCOC(=O)c1c(N)sc(C(=O)N(C)C)c1C,4%,i,0%,21,.,-14%,-13%,0,-2%,
COC(=O)c1ccccc1NC(=O)C1CCCN(c2nnc(-n3cccc3)s2)C1 (stereo not drawn),6%,i,-15%,8,17%,-19%,-23%,7,-3%,
Cc1n[nH]c(C)c1S(=O)(=O)N1CCCC(C(=O)N2CCc3ccccc32)C1 (stereo not drawn),13%,i,0%,16,.,-13%,-19%,6,-11%,
CCCCn1c(CNC(=O)C(C)(C)C)nc2ccccc21,3%,i,0%,12,3%,-10%,-15%,3,7%,
CCCC(=O)N1CCN(c2nc(CC(C)C)c3c(c2C#N)CCC3)CC1,9%,.,-2%,1,-12%,7%,5%,9,2%,
Cc1ccc(C)c2c1sc(=NC(=O)CN1C(=O)CCC1=O)n2C,5%,i,3%,9,16%,11%,10%,5,2%,
CC(C)(C)n1nnnc1CN(Cc1ccco1)Cc1cc2cc3c(cc2[nH]c1=O)OCO3,13%,.,1%,12,12%,4%,-6%,7,1%,Spn PMK inh pilot replicates=2.5;MK inhibit pilot replicates=0.0
O=C(CN1C(=O)c2ccccc2C1=O)NCc1ccncc1,6%,i,6%,0,8%,5%,4%,0,-2%,
CCOC(=O)c1ccc(NC(=O)c2c(O)c3ccccc3n(C)c2=O)cc1,9%,i,5%,0,8%,-4%,-17%,7,-7%,
CCN(Cc1cc2cc(C)ccc2[nH]c1=O)S(=O)(=O)c1ccccc1,12%,i,-9%,12,.,1%,-7%,3,-1%,
C=CCNS(=O)(=O)c1ccc(OCC(=O)OCC)cc1,7%,i,2%,1,13%,-13%,-14%,6,-4%,
CCn1c(SCC(=O)NCC2CCCO2)nc2c(c1=O)SC(C)C2 (stereo not drawn),6%,i,10%,5,-1%,4%,3%,0,0%,
CC1(C(=O)NC2CCCCCC2)CCC(=O)N1Cc1ccc2c(c1)OCO2 (stereo not drawn),8%,i,26%,15,6%,8%,-5%,0,-7%,
Cc1noc(C)c1C(=O)Nc1nc(C23CC4CC(CC(C4)C2)C3)cs1,10%,i,-2%,6,8%,-32%,-20%,8,3%,
CCOC(=O)c1c(-c2ccc(C)s2)csc1NC(=O)c1ccco1,8%,i,4%,4,7%,-9%,-14%,0,2%,
Cc1ccnc(NC(=O)CCC(=O)N(CC(=O)NC2CCCCC2)Cc2ccc3c(c2)OCO3)c1,22%,i,1%,9,.,-7%,-15%,4,-4%,
COc1ccccc1-n1cnnc1SCC(=O)c1cc(C)n(Cc2cccs2)c1C,-3%,i,-13%,17,.,0%,-2%,11,10%,
CC(C)NCC(O)Cn1c2c(c3ccccc31)CCc1c-2cnn1-c1ccccc1 (stereo not drawn),5%,.,37%,10,.,.,.,9,1%,
COc1ccc(C(=O)NCc2ccccc2OC)c(OC)c1,9%,i,-6%,0,3%,17%,6%,12,-7%,
O=C1CCCC2=C1C(c1ccsc1)CC(=O)N2c1ccccc1 (stereo not drawn),6%,i,-6%,11,11%,-30%,-29%,2,3%,Spn PMK inh pilot replicates=0.0;MK inhibit pilot replicates=0.0;Spn DPM-DC inh pilot screen %=0.0
COc1ccccc1NC(=O)c1sc2nc(-c3ccco3)ccc2c1N,-2%,.,-18%,3,.,3%,0%,11,-9%,
CC(C)COC(=O)C1C2C=CC3(CN(C4CCCC4)C(=O)C13)O2 (stereo not drawn),3%,i,-10%,8,2%,5%,-1%,3,-4%,
Cc1cc(C(=O)Nc2cccc(O)c2)co1,7%,i,-7%,5,15%,8%,9%,0,-4%,
Cc1ccc(-c2cc(C(=O)Nc3cccnc3)c3ccccc3n2)o1,4%,.,-2%,0,.,-23%,-19%,15,4%,
O=C(Nc1cccc(O)c1)c1cccc(S(=O)(=O)N2CCCC2)c1,7%,i,-10%,8,.,9%,8%,8,-3%,
CC(C)Oc1ccc(N2CC(C(=O)Nc3ccc4c(c3)OCO4)CC2=O)cc1 (stereo not drawn),4%,i,.,0,8%,1%,-8%,1,4%,
O=C(CSCc1nc2ccccc2[nH]1)N1CCN(c2cccc(Cl)c2)CC1,-2%,i,-10%,17,12%,6%,7%,4,-2%,
CCC(=O)Nc1cc(C)c(NC(=O)CCc2ccccc2)cn1,6%,i,24%,11,.,-6%,10%,9,6%,
Cc1cc(NC(=O)CS(=O)(=O)c2cn(Cc3cccc(F)c3)c3ccccc23)no1,16%,i,.,13,.,8%,-2%,5,-2%,Spn PMK inh pilot replicates=1.5;MK inhibit pilot replicates=2.5;Spn DPM-DC inh pilot screen %=2.5
CCC(SCC(=O)OC)C(=O)Nc1nnc(C(C)C)s1 (stereo not drawn),10%,i,-4%,0,-8%,-1%,-7%,2,-9%,
CCN(C(=O)CN1CCCc2ccccc21)c1c(N)n(Cc2ccccc2)c(=O)[nH]c1=O,7%,i,-2%,20,.,1%,8%,0,-1%,
COc1ccc(OC)c(S(=O)(=O)Nc2ccc(OCC(=O)O)cc2)c1,10%,i,-6%,0,-7%,0%,2%,1,-6%,
Cn1c(CCN2CCCCC2)nc2cc(NC(=O)NC3CCCCC3)ccc21,-5%,i,-3%,5,3%,4%,-12%,9,6%,
N=c1c(C(=O)NCc2ccccc2)cc2c(=O)n3ccccc3nc2n1CCCN1CCOCC1,8%,.,3%,10,8%,-16%,-3%,3,1%,
C=CCn1cc(Cl)c(=O)n(CC=C)c1=O,14%,i,-2%,9,13%,-8%,-10%,5,-6%,
O=C(COC(=O)c1ccc(Br)o1)NCCCc1ccccc1,4%,i,-1%,0,3%,-15%,-8%,0,-11%,
O=C(Nc1cccc(OC(F)(F)F)c1)c1ccc(Br)o1,-127%,i,2%,6,.,-7%,-5%,5,2%,
Nc1nnnn1/N=C/c1ccccc1OCc1ccc(Cl)cc1Cl,6%,i,.,13,.,2%,-2%,9,1%,
Cc1nnc(SCC(=O)N2CCC(C(=O)Nc3nccs3)CC2)n1Cc1ccccc1,11%,i,-1%,16,13%,-9%,-38%,3,-2%,Spn PMK inh pilot replicates=0.5;MK inhibit pilot replicates=0.0;Spn DPM-DC inh pilot screen %=2.0
CN(C)c1ccc(C2C=C(c3ccc(Cl)cc3OC(F)F)Nc3ncnn32)cc1 (stereo not drawn),0%,i,-5%,8,7%,51%*,52%*,8,-12%,
COc1ccc(-c2cc(C(=O)Nc3ccc(C)cc3)no2)cc1,12%,i,26%,18,12%,4%,7%,0,17%,Spn PMK inh pilot replicates=1.0;MK inhibit pilot replicates=1.0;Spn DPM-DC inh pilot screen %=2.0
# Continuation:
SMILES,TNAP inhibition,Spn DPM-DC inh,HT1080 cytotoxicity,Spn PMK inh,LYP inhibition,HPDE-C7K KRASV12,HPDE-C7 cytotoxicity,MK inhibit,Bfl-1 displacement,others
CN(C)/C=C1/C(=O)Nc2ccccc21,5%,i,-1%,3,7%,-9%,-2%,8,-6%,
CCCn1cc(SCC(=O)NCc2ccco2)c2ccccc21,8%,i,0%,20,-2%,-11%,-26%,0,10%,Spn PMK inh pilot replicates=0.0;MK inhibit pilot replicates=0.0;Spn DPM-DC inh pilot screen %=2.0
O=C(O)CC1C(=O)OCN1C(=O)OCc1ccccc1 (stereo not drawn),1%,i,4%,9,-10%,-5%,5%,0,-5%,
O=C(Cc1cccs1)Nn1c(Cc2cccs2)nc2ccccc2c1=O,11%,i,-3%,13,.,-3%,4%,0,-6%,
c1ccc(CC2CCN(Cc3nc(-c4ccccc4)no3)CC2)cc1,11%,i,-7%,4,2%,6%,1%,5,-10%,Spn PMK inh pilot replicates=2.0;MK inhibit pilot replicates=0.0;Spn DPM-DC inh pilot screen %=0.0
COc1ccc(CN2CCN(C)CC2)cc1OCc1ccccc1,9%,i,-3%,7,.,4%,-3%,1,-2%,
Nc1ncnc2nc(SCC(=O)N3CCN(c4ccccc4)CC3)[nH]c12,45%,i,0%,4,12%,2%,3%,8,-1%,
CC1(C)Cc2c(C#N)c(N)sc(=S)c2CS1,12%,i,.,6,-3%,-9%,-18%,7,9%,

# Outcome played no part in choosing rows; any-hit rate near 3.4%.
